AmpC no deterg: qHTS Inhibitors of AmpC Beta-Lactamase (assay without detergent). Potency, µM (highest dose often 57.1 µM), for the others: at the highest dose activity change, negative = inhibition, most hits filed as inhibitors. AID 485341, 2010. AmpC nitrocefin hydrolysis, absorbance 480 nm, 0.0001% Triton. 0.52% of 330,000 active. P00811;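 also: potency is read from the fitted curve at half-maximal effect; plate controls were no compound for no effect and no enzyme for full effect; nearly all actives have a fitted effect of over 20% in size; some results filed as inactive show a strong effect at the top dose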
Target sequence (P00811 whole entry, looked up): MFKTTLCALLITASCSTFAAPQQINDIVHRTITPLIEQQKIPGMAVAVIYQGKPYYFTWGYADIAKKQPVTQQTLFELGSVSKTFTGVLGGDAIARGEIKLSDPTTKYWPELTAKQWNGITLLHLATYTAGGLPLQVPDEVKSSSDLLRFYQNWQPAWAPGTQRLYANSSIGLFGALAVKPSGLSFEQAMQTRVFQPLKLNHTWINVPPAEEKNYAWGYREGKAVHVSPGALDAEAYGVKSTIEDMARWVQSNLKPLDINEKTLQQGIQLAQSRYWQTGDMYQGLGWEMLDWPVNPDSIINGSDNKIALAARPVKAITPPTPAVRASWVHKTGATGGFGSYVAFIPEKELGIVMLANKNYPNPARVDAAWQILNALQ
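AmpC (5.3 nM in the dispensed reagent) in 20 mM phosphate pH 7.0 with 0.01% (detergent screen) or 0.0001% Triton X-100 was preincubated with compounds for 15 min at room temperature. Nitrocefin was then added from an 800 uM solution, and hydrolysis was followed at 480 nm.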
HCMV antiviral: qHTS Assay for inhibitors of the human cytomegalovirus (HCMV); HFF cells, HCMV-luciferase reporter, 72 h; active compounds read low; activity change, negative = inhibition, % at 57.5 µM; 4.5% of 410,000 active; AID 1259415, 2018; in the data active = activity change below about -60%; inconclusive = no clear call, values can overlap the other calls; inactive = above about -39%
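Cell-based, HFFs, 1000 cells/well, 16 h 37C; cpds in DMSO + HCMV-luc, MOI 1 PFU/cell; 72 h 37C; OneGlo luminescence after 5 min RT; norm. to buffer vs Salinomycin 10uM.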
HCV inh: qHTS Assay for Inhibitors of Hepatitis C Virus (HCV) | Huh7.5.1 HCVcc-Cre infection, luciferase reporter, 44 h | Potency, µM (series often up to 41.8 µM), for inactives: top-dose activity change, negative = inhibition, actives largely listed as inhibitors | 3.4% of 340,000 active | AID 651820, 2012; also: potency is read from the fitted curve at half-maximal effect
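1,000 cells/well; 4 h culture; + compound; + HCVcc-Cre (~0.5 moi); 44 h; luciferase substrate, RT 15 min; read 15 sec.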
AmpC detergent: qHTS Inhibitors of AmpC Beta-Lactamase (assay with detergent). AID 485294, 2010. AmpC hydrolysis of nitrocefin, absorbance 480 nm, 0.01% Triton. Potency, µM (highest dose often 114 µM), for the others: at the top dose activity change, negative = inhibition, usual class: inhibitors. P00811. 0.041% of 370,000 active;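 also: potency is read from the fitted curve at half-maximal effect; 0% = no-compound wells and -100% = no-enzyme wells; nearly all actives have a fitted effect of over 25% in size; some results filed as inactive show a strong effect at the top dose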
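AmpC (5.3 nM in the dispensed reagent) in 20 mM phosphate pH 7.0 with 0.01% (detergent screen) or 0.0001% Triton X-100 was preincubated with compounds for 15 min at room temperature. Nitrocefin was then added from an 800 uM solution, and hydrolysis was followed at 480 nm.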
LmPK inhibitor: qHTS Assay for Inhibitors of Leishmania Mexicana Pyruvate Kinase (LmPK). 0.37% of 290,000 active. AID 1721, 2009. Q27686. Potency, µM (highest dose often 57.5 µM), for the others: top-dose activity change, negative = inhibition, most hits filed as inhibitors. purified LmPK, Kinase-Glo ATP luminescence, 1 h; also: potency is read from the fitted curve at half-maximal effect
Target sequence (Q27686 whole entry, looked up): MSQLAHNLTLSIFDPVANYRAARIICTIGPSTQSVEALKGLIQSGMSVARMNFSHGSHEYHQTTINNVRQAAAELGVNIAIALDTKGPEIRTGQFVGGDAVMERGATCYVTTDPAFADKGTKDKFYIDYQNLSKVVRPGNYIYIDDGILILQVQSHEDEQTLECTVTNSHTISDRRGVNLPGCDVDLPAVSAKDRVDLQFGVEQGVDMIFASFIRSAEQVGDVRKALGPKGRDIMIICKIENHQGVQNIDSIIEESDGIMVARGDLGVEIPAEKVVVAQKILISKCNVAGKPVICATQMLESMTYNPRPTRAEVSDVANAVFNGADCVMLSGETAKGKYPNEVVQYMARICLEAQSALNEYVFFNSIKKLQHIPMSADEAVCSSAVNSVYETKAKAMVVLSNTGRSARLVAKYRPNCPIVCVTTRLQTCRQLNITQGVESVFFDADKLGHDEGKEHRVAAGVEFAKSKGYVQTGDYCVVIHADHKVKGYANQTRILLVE
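Screened at intermediate enzyme activity to detect both inhibitors and activators: LmPK at 0.1 nM, with a 0.5 nM enzyme column as activation reference. PEP 0.5 mM, ADP 0.1 mM; ATP detected by luminescence after 1 h.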
AMA1 RON2 block: qHTS for Inhibitors of AMA1-RON; Towards Development of Antimalarial Drug Lead: Primary Screen | Potency, µM (titrated, usually from 58.2 µM), for the others: at the highest dose activity change, negative = inhibition, actives largely listed as inhibitors | 0.2% of 360,000 active | AlphaScreen AMA1-biotinylated RON2 peptide binding | Plasmodium falciparum AMA1 (3D7) - RON2 peptide interaction;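 also: potency is read from the fitted curve at half-maximal effect; 0% = vehicle wells and -100% = peptide control; nearly all actives have a fitted effect of over 45% in size; some results filed as inactive show a strong effect at the top dose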
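AMA1 (3D7) with his tag at 25 nM final met compounds first, then biotinylated RON2 peptide at 25 nM; detection used donor plus acceptor beads, 10 µg/mL apiece, read by AlphaScreen after 30 min at room temperature.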
Tb PYK inh: qHTS of Trypanosoma Brucei Inhibitors; TbPYK enzyme, Kinase-Glo Plus ATP luminescence, 45 min; Potency, µM (titrated, usually from 76.8 µM), without a hit: at the highest dose activity, negative = inhibition, most hits filed as inhibitors; 0.12% of 410,000 active; also: potency is read from the fitted curve at half-maximal effect; nearly all actives have a fitted effect of over 50% in size
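Screened from lowest to highest concentration, compounds were pinned into TbPYK/substrate mixtures, and ADP (130 uM final) was added. Plates sat at room temperature for 45 min prior to Kinase-Glo Plus detection by luminescence.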
Numbers without * were called inactive; & = joins results of further samples; [ ] = dose if it differs, or a comment. Unless noted, calls follow the shape of the dose curve; as a rule, active = well fitted curve in the direction sought with a large enough effect; inconclusive = small, poorly fitted or top-dose-only effect, or another doubt; inactive = no such curve, though single readings can be large; an effect the other way counts as inactive or inconclusive. Unless noted, % is scaled to controls: 0 for no effect and ±100 for the full control effect.

CCOC(=O)CCc1nn(C)c(=O)c2ccccc12 was read as AmpC no deterg 0%, HCMV antiviral -12, HCV inh -4%, AmpC detergent -17%, LmPK inhibitor 1%, AMA1 RON2 block -11%[2.32 µM] and Tb PYK inh -1%.
For CCn1c(SCC(=O)Nc2sc(C)c(C)c2C#N)nnc1C(C)C the results were AmpC no deterg -1%, HCMV antiviral -19, HCV inh inconclusive, AmpC detergent inconclusive, LmPK inhibitor 5%, AMA1 RON2 block 12% and Tb PYK inh 0%.
Screening Cc1ccccc1NC(=O)NCCCN1CCN(C2CCCCC2)CC1 returned AmpC no deterg -19%, HCMV antiviral -32, HCV inh inconclusive, AmpC detergent inconclusive, LmPK inhibitor -11%, AMA1 RON2 block 2% and Tb PYK inh 2%.
CCCC(C)NC(=O)CSCc1ccc(OC)cc1 (stereo not drawn) was read as AmpC no deterg -9%[2.29 µM], HCMV antiviral -3, HCV inh 7%, AmpC detergent 4%, LmPK inhibitor -1%, AMA1 RON2 block 0% and Tb PYK inh 9%.
For COc1ccc2c(c1)C(SCC(=O)NCc1ccccc1)CC(C)(C)O2 (stereo not drawn) the results were AmpC no deterg 0%, HCMV antiviral 8, HCV inh -1%[8.37 µM], AmpC detergent -6%, LmPK inhibitor 6%, AMA1 RON2 block 0% and Tb PYK inh 7%.
CCCNS(=O)(=O)c1ccc(NC(=O)c2ccccn2)cc1 was read as AmpC no deterg -7%, HCMV antiviral 99, HCV inh -8%, AmpC detergent -9%, LmPK inhibitor inconclusive, AMA1 RON2 block 19% and Tb PYK inh -20%.
`O=C(CC1Sc2ccccc2NC1=O)c1ccc(Br)cc1` (stereo not drawn) gave AmpC no deterg -28%, HCMV antiviral 33, HCV inh -2%, AmpC detergent -2%, LmPK inhibitor -3%, AMA1 RON2 block -5% and Tb PYK inh -1%.
`CCOC(=O)c1ccc(NC(=O)Cn2c(-c3nonc3N)nc3ccccc32)cc1` gave AmpC no deterg -22%, HCMV antiviral -10, HCV inh -25%, AmpC detergent -14%, LmPK inhibitor 0%, AMA1 RON2 block 16% and Tb PYK inh inconclusive.
`CC1=NN(c2nc(-c3ccc(C)cc3)cs2)C(=O)C1N=Nc1ccc2ccccc2c1` (stereo not drawn) gave AmpC no deterg -31%, HCMV antiviral 62, HCV inh 16%, AmpC detergent -2%, LmPK inhibitor 2%, AMA1 RON2 block -18% and Tb PYK inh -6%.
Screening CC(Oc1cccc(F)c1)c1ccnc2nc(/N=C/N(C)C)nn12 (stereo not drawn) returned AmpC no deterg -11%, HCMV antiviral 10, HCV inh -19%, AmpC detergent 4%, LmPK inhibitor 1%, AMA1 RON2 block 10% and Tb PYK inh -13%.
COc1ccc(/C=C/C(=O)Nc2ccc(S(=O)(=O)Nc3cc(C)nc(C)n3)cc2)cc1OC was read as AmpC no deterg 45%, HCMV antiviral inconclusive, HCV inh -22%, AmpC detergent 6%, LmPK inhibitor -2%, AMA1 RON2 block 20% and Tb PYK inh -5%.
Screening COc1ccccc1-c1nc(C#N)c(N2CCC(Cc3ccccc3)CC2)o1 returned AmpC no deterg 1%, HCMV antiviral -3, HCV inh inconclusive, AmpC detergent inconclusive, LmPK inhibitor -2%, AMA1 RON2 block inconclusive and Tb PYK inh -4%.
`COC(=O)CNC(=O)c1c(C)cc(=O)oc1C` gave HCMV antiviral 33, HCV inh 4%, AmpC detergent 7%, LmPK inhibitor -3%, AMA1 RON2 block 25% and Tb PYK inh -12%.
COc1cccc(OC)c1CC1SC(=O)NC1=O (stereo not drawn) was read as AmpC no deterg -16%, HCMV antiviral -39, HCV inh -5%, AmpC detergent -4%, LmPK inhibitor -4%, AMA1 RON2 block 14% and Tb PYK inh 2%.
Screening CCOc1ccccc1CN1CCC(N2CCOCC2)CC1 returned AmpC no deterg -12%, HCMV antiviral -21, HCV inh 9%, AmpC detergent -2%, LmPK inhibitor -5%, AMA1 RON2 block -25% and Tb PYK inh -7%.
`COc1ccccc1CNC(=O)C1CCC(CNc2c(N3CCOCC3)c(=O)c2=O)CC1` (stereo not drawn) gave AmpC no deterg inconclusive, HCMV antiviral 26, HCV inh 16%&-6%, AmpC detergent inconclusive, LmPK inhibitor -2%, AMA1 RON2 block 4% and Tb PYK inh 2%.
For COC(=O)CC1SC(=O)NC1=Nc1ccc(OC)cc1 (stereo not drawn) the results were AmpC no deterg -11%, HCMV antiviral -17, HCV inh -18%, AmpC detergent -3%, LmPK inhibitor 2%, AMA1 RON2 block 4% and Tb PYK inh -7%.
For O=C1CS/C(=N/N=C\c2ccn[nH]2)N1 the results were AmpC no deterg -8%, HCMV antiviral -8, HCV inh -2%, AmpC detergent -12%, LmPK inhibitor 2%, AMA1 RON2 block 74%[activator] and Tb PYK inh -7%.
Screening COc1ccc(CC(=O)NCC2(c3ccc(OC)c(OC)c3)CCCC2)cc1 returned AmpC no deterg 3%, HCMV antiviral -3, HCV inh -8%, AmpC detergent 1%, LmPK inhibitor 2%, AMA1 RON2 block -5% and Tb PYK inh 3%.
COc1cccc(NC(=O)C2CCCN(S(=O)(=O)c3cccc4nsnc34)C2)c1 (stereo not drawn) was read as AmpC no deterg -50%, HCMV antiviral -26, HCV inh inconclusive, AmpC detergent -9%, LmPK inhibitor 9%, AMA1 RON2 block inconclusive and Tb PYK inh 0%.

In the list so far, these contain a halogen.
`O=C(CC1Sc2ccccc2NC1=O)c1ccc(Br)cc1` (stereo not drawn) gave AmpC no deterg -28%, HCMV antiviral 33, HCV inh -2%, AmpC detergent -2%, LmPK inhibitor -3%, AMA1 RON2 block -5% and Tb PYK inh -1%.
Screening CC(Oc1cccc(F)c1)c1ccnc2nc(/N=C/N(C)C)nn12 (stereo not drawn) returned AmpC no deterg -11%, HCMV antiviral 10, HCV inh -19%, AmpC detergent 4%, LmPK inhibitor 1%, AMA1 RON2 block 10% and Tb PYK inh -13%.

Two compounds picked at random from those above, as already listed:
COc1cccc(OC)c1CC1SC(=O)NC1=O (stereo not drawn) was read as AmpC no deterg -16%, HCMV antiviral -39, HCV inh -5%, AmpC detergent -4%, LmPK inhibitor -4%, AMA1 RON2 block 14% and Tb PYK inh 2%.
`COC(=O)CNC(=O)c1c(C)cc(=O)oc1C` gave HCMV antiviral 33, HCV inh 4%, AmpC detergent 7%, LmPK inhibitor -3%, AMA1 RON2 block 25% and Tb PYK inh -12%.

Next part.
`Cc1ccc(C)c(-c2nnc(NC(=O)C3=COCCO3)o2)c1` gave AmpC no deterg inconclusive, HCMV antiviral 25, HCV inh 4%, AmpC detergent inconclusive, AMA1 RON2 block 41%[activator] and Tb PYK inh 1%.
For Cc1ccc(Cc2c(-c3ccc(C)cc3)nc3ccc(Br)cn23)cc1 the results were HCMV antiviral 21, AMA1 RON2 block 22% and Tb PYK inh -11%.
`COc1ccccc1NS(=O)(=O)c1cc(C)ccc1C` gave AmpC no deterg -16%, HCMV antiviral 21, HCV inh -6%, AmpC detergent 4%, LmPK inhibitor 9%, AMA1 RON2 block 1% and Tb PYK inh -6%.
Screening CCOc1ccccc1NC(=O)CCN1CCN(S(=O)(=O)c2ccc(Br)cc2)CC1 returned AmpC no deterg -5%, HCMV antiviral -18, HCV inh -9%&-17%, AmpC detergent inconclusive, LmPK inhibitor -5%, AMA1 RON2 block 47%[activator] and Tb PYK inh -2%.
COc1cc(C2C(C(=O)c3cccs3)=C(O)C(=O)N2Cc2ccco2)cc(OC)c1OC (stereo not drawn) was read as AmpC no deterg -7%, HCMV antiviral 7, HCV inh 20%, AmpC detergent -2%, LmPK inhibitor 5%, AMA1 RON2 block -12% and Tb PYK inh -1%.
`COc1cc(OC)c(OC)cc1/C=N/n1c(COc2ccccc2)n[nH]c1=S` gave AmpC no deterg -25%, HCMV antiviral inconclusive, HCV inh inconclusive, AmpC detergent 5%, LmPK inhibitor -21%, AMA1 RON2 block 78%[activator] and Tb PYK inh -38%.
Screening CCOC(=O)C1=CN(Cc2cccc(F)c2)S(=O)(=O)N(C)C1c1cccc(OC)c1 (stereo not drawn) returned AmpC no deterg -4%, HCMV antiviral -11, HCV inh inconclusive, AMA1 RON2 block -5% and Tb PYK inh 2%.
O=C(O)c1nn(Cc2nc3ccccc3o2)c(=O)c2ccccc12 was read as AmpC no deterg -22%, HCMV antiviral 20, HCV inh -8%, AmpC detergent inconclusive, LmPK inhibitor 2%, AMA1 RON2 block 18% and Tb PYK inh -1%.
CSc1nc(-c2ccccc2)nc(NC(C)=O)c1C(C)=O was read as AmpC no deterg 24%, HCMV antiviral 0, HCV inh inconclusive, AmpC detergent 5%, LmPK inhibitor 7%, AMA1 RON2 block -3% and Tb PYK inh -3%.
Cc1cc(-c2ccc(N)c(C)c2)ccc1N was read as HCMV antiviral 11, HCV inh 11%, AMA1 RON2 block -3% and Tb PYK inh 3%.
Screening CCOC(=O)/C(C(C)=O)=C1/OC(=O)c2ccccc21 returned AmpC no deterg -6%, HCMV antiviral -32, HCV inh -7%, AmpC detergent -10%, LmPK inhibitor -9%, AMA1 RON2 block -8% and Tb PYK inh 0%.
`COc1cc(C(=O)NC2CC3CCCC(C2)N3Cc2ccccc2)cc(OC)c1OC` (stereo not drawn) gave AmpC no deterg -11%, HCMV antiviral 42, HCV inh -11%, AmpC detergent 0%, LmPK inhibitor 0%, AMA1 RON2 block 7% and Tb PYK inh 2%.
`COc1ccc(/C=N/NC(=O)c2ccn[nH]2)cc1COc1ccc([N+](=O)[O-])c(C)c1` gave AmpC no deterg -29%, HCMV antiviral inconclusive, HCV inh -10%, AmpC detergent 2%, LmPK inhibitor -2%, AMA1 RON2 block 57%[activator] and Tb PYK inh 2%.
Screening COC(=O)[C@@]1(Cc2ccc(F)cc2)[C@H]2c3cc(C(=O)N4CCCC4)n(CCc4ccccn4)c3C[C@H]2CN1C(=O)c1ccccc1 returned AmpC no deterg 347%[activator], HCMV antiviral inconclusive, HCV inh 21%, AmpC detergent -2%, LmPK inhibitor -3%, AMA1 RON2 block 11% and Tb PYK inh -8%.
Screening COc1ccc(NC(=O)c2ccco2)cc1NC(=O)c1ccccc1[N+](=O)[O-] returned AmpC no deterg -18%, HCMV antiviral 63&34, HCV inh 9%, AmpC detergent 3%&-10%, LmPK inhibitor -13%, AMA1 RON2 block 6% and Tb PYK inh 3%&-2%.

Screening data: PubChem BioAssay, National Center for Advancing Translational Sciences (NCATS)
